HSF-1 act – increases HSF-1 driven luciferase reporter signal; NIH3T3-HGL HSF-1 luciferase reporter, MG132, 8 h; 100% = twice DMSO control signal; activation, % at 9 µM; 300,000 tested, 1.7% active;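 active = mean replicate activation of at least 50% with a set share of replicates each reaching 50%; inconclusive = only one of those two conditions met; inactive = mean below 50% and too few replicates reaching it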;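 note: 0% = median of the neutral control wells and 100% = twice that signal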
KLF5 inh – inhibitors of KLF5 expression; AID 1700; DLD-1 KLF5 promoter-luciferase reporter, luminescence; 290,000 tested, 0.23% active; inhibition, % at 5 µM;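 active = inhibition above a per-plate limit of that plate's mean compound inhibition plus 3 SD, cut at about 60% in these data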;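 note: 0% = DMSO wells and 100% = LY294002 at 200 µM; higher means less KLF5 promoter-driven luciferase light; inactives centre near -14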
HIF activator – HIF pathway transcriptional activation. U2OS HRE-luciferase reporter, luminescence; normalized: DMSO 0%, desferrioxamine 100%. activation, % at 7.5 µM (by protocol). 300,000 tested, 0.32% active;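 active = mean activation of at least 10% of the iron chelator positive control signal, with at least half of replicates also reaching 10%; inconclusive = mean and replicate majority disagree about reaching 10%; inactive = mean and most replicates under 10%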
AI-2 QS mod – Vibrio harveyi AI-2 quorum sensing modulation | Vibrio harveyi JMH597 AI-2 luminescence/OD600 ratio, 9 h; hits give low values; strain lacks LuxN and CqsS sensors; 0 = neutral-control median | activity change, % at 7.5 µM | 300,000 tested, 0.4% active; in the data active = activity change below about -75%, passing the limit was not always enough; inconclusive = no clear call, values can overlap the other calls;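 note: luminescence divided by OD600 gain over 9 h not by final OD600 alone; inactives centre near 13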
Platelet DG rel – modulates dense granule release in human platelets; human platelet-rich plasma, SFLLRN dense granule ATP release, luminescence; inhibition, %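 (compounds screened at 7.5 µM in platelet-rich plasma)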; 300,000 tested, 0.22% active;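 active = mean replicate score, as percent of positive control, at or above 50; inconclusive = mean below 50 but at least one replicate at or above 50; inactive = mean and every replicate below 50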
HSP90 inh – inhibitors of HSP90 luciferase refolding in rabbit reticulocyte lysate; inhibition, % at 5.6 µM; 290,000 tested, 0.91% active; luciferase refolding luminescence, 3 h;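 active = inhibition above the screen-wide mean plus 3 SD, computed separately per campaign, cut at about 16% in these data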;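 note: 0% = DMSO wells and 100% = 60 µM geldanamycin wells; inhibitors lower the luminescence because luciferase stays unfolded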
IEC-6 tox – counter-screen for KLF5 inhibitors: cytotoxicity in IEC-6 cells. IEC-6 cytotoxicity, luminescence viability. inhibition, % at 5 µM. 290,000 tested, 0.78% active; in the data active = inhibition above about 22%;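 note: 0% = plate median of test compound wells and 100% = cytotoxic reference compound wells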
SKKanGAS inh – SKKanGAS growth inhibition; 300,000 tested, 1.3% active; inhibition, % at 7.5 µM; S. pyogenes SKKanGAS, kanamycin growth, BacTiter-Glo, 6 h; AID 1662;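 active = mean replicate score, as percent of positive control median, at least 50; inconclusive = mean below 50 but one replicate at or above 50; inactive = mean and every replicate below 50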;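 note: strain carries kanamycin resistance gene driven by streptokinase promoter and grows in 40 µg/ml kanamycin; loss of luminescence reflects streptokinase promoter inhibition or plain growth inhibition; 0% = median of DMSO wells and 100% = positive control at its reference dose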
HSF1 inhib – HSF1 inhibition; NIH3T3-HGL HSE-luciferase, MG132-induced, luminescence 8 h; hits give low values; activity change, negative = inhibition, % at 7.5 µM (by protocol); 300,000 tested, 0.77% active; AID 2098;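 active = more than half of replicate wells show activity change below -50%, luminescence cut by over half; inconclusive = some wells, but at most half, below -50%; inactive = no replicate well below -50%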;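 note: luciferase reports HSF-1 transcriptional activity via heat shock element; 0% = median of DMSO wells and -100% = zero luminescence signal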
aSyn UTR inh – MLPCN primary screen, SNCA 5' untranslated region. inhibition, % (tested at 7.5 µM). 300,000 tested, 0.82% active. AID 1813. alpha-synuclein 5'UTR reporter, inhibitor activity; in the data active = inhibition above about 60%; inconclusive = no clear call, values can overlap the other calls;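 note: H4 neuroglioblastoma cells stably carrying SNCA 5'UTR luciferase fusion; 0% = DMSO wells and 100% = positive control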
* = called active by the depositor; u = inconclusive; x = no result given.

entry	molecule	HSF-1 act	KLF5 inh	HIF activator	AI-2 QS mod	Platelet DG rel	HSP90 inh	IEC-6 tox	SKKanGAS inh	HSF1 inhib	aSyn UTR inh
1	CCOC(=O)c1ccc(N2C(=O)CC(SCC(N)C(=O)OCC)C2=O)cc1 (centres undefined)	15	-32	-0.3	14	0	4	1	-3	4	-3
2	O=C(NCCC1CC1(Cl)Cl)c1ccc([N+](=O)[O-])cc1 (centres undefined)	13	-54	0.8	38	15	-1	1	-2	-1	-44
3	O=C(NCCCc1ccccc1)N1CCOCC1	0	-22	0.8	-25	0	-2	-7	3	0	11
4	Cc1ccc(CNC(=O)NCc2ccccc2)cc1	31	-32	0.7	-49	3	-8	2	4	1	-63
5	Cc1ccnc(N2C(=O)C3C4CC(C(Br)C4Br)C3C2=O)c1 (centres undefined)	9	-15	-0.6	30	-3	-1	-2	2	-3	2
6	CC(=O)Nc1ccc(Nc2ncnc3c2cnn3-c2cccc(C)c2)cc1	17	-113	2.0	5	-9	-5	1	9	8	-159
7	CCOC(=O)Cn1nc(C)n(-c2ccc(Cl)cc2)c1=O	49	-14	-0.1	11	-18	5	0	2	13	-11
8	N#C/C(=C\c1cccc(Oc2ccccc2)c1)C(=O)N1CCOCC1	19	-12	0.4	19	-17	-1	1	2	2	-2
9	O=c1oc(-c2ccc(Br)o2)nc2ccccc12	7	-60	0.4	7	1	5	5	-2	7	-25
10	COc1ccc(NC(=O)C(Sc2ccccc2)c2ccccc2)c(OC)c1 (centres undefined)	19	4	-0.1	6	8	2	5	6	17	23
11	Cc1[nH]nc(N=CC2=C(O)CC(C)(C)CC2=O)c1-c1ccccc1	9	-56	1.2	26	8	0	-4	1	21	-56
12	COc1cc(OC)nc(Oc2ccc(N)c(C)c2)n1	12	2	0.2	12	2	4	-1	0	-8	2
13	O=C(CN1CCN(c2ccccc2O)CC1)Nc1cccnc1Cl	-1	-15	-0.3	22	10	2	-8	-7	-3	31
14	Cc1ccc(OCCOCCn2cnc3ccccc3c2=O)cc1C	3	5	0.2	5	0	3	2	-6	2	-6
15	COC(=O)c1cn(NC(=O)Cc2cccc(OC)c2)c(=O)c2ccccc12	-2	12	0.3	8	4	3	6	-4	-9	2
16	COc1ccc(NC(=O)CCC(=O)c2ccc(C(C)C)cc2)cc1	-6	-33	-30	20	4	-3	-4	1	-4	12
17	CC(=O)Nc1ccc(NC(=O)Nc2ccc(C)cc2C)cc1	23	0	-0.4	29	0	2	-8	3	1	-44
18	CC1Cc2ccccc2N1C(=O)CSc1nnnn1Cc1ccccc1 (centres undefined)	4	2	-0.3	27	0	1	-7	4	3	9
19	O=S1CC/C(=N\O)c2ccccc21 (centres undefined)	-6	-19	0.1	17	7	-4	-5	1	8	14
20	Cc1sc(NC(=O)CSc2nnnn2C2CCCC2)c(C#N)c1C	-2	-27	-0.5	4	-1	-2	2	-8	1	-17
21	Cc1ccc(-n2c(CSc3nc(C)cc(C)n3)nnc2SCC(=O)N2CCCC2)cc1	14	-27	-0.5	5	-2	-2	3	2	-4	-1
22	CCOCCn1c(=NC(=O)CSCC(=O)Nc2cc(C)on2)sc2cc(OC)ccc21	-7	-4	0.4	19	14	4	-3	6	3	11
23	COCC(C)n1c(C)cc(C(=O)COC(=O)c2nc3nc(C)cc(C)n3n2)c1C (centres undefined)	-4	-30	-0.3	12	7	-2	-5	2	0	-9
24	Cc1nn(S(=O)(=O)c2cccc([N+](=O)[O-])c2)c(C)c1S(=O)(=O)N1CCOCC1	-7	-24	0.4	11	10	3	4	-7	-8	-6
25	CC1CC(C)CN(C(=O)CCCn2c(=S)[nH]c3ccccc3c2=O)C1 (centres undefined)	15	3	-0.3	6	-6	-4	2	6	-1	14
26	CCOc1ccc(Oc2cc(C)nc(SC)n2)nn1	-3	-14	0.6	-4	8	0	0	-1	0	10
27	CC1=Nc2ccccc2N=C(NC(=O)CN2CCN(c3ccc(F)cc3)CC2)C1c1ccccc1 (centres undefined)	1	-10	0.1	31	2	4	2	7	-7	13
28	COC(=O)[C@@H](NC(=O)c1ccccc1)[C@@H](C)O	-12	0	0.1	11	0	-4	-3	-3	-4	32
29	CC1=C(C(=O)c2ccccc2)C(c2cn(-c3ccccc3)nc2-c2ccc(Cl)cc2)NC(=S)N1 (centres undefined)	27	-29	0.1	19	3	-6	-5	17	7	-2
30	O=C(CSc1nnc(NC(=O)C2CCC2)s1)Nc1ccccc1Br	14	-15	0.0	16	-2	0	-5	30	2	7

Among those listed so far, 4 have a Cl atom.
entry	molecule	HSF-1 act	KLF5 inh	HIF activator	AI-2 QS mod	Platelet DG rel	HSP90 inh	IEC-6 tox	SKKanGAS inh	HSF1 inhib	aSyn UTR inh
2	O=C(NCCC1CC1(Cl)Cl)c1ccc([N+](=O)[O-])cc1 (centres undefined)	13	-54	0.8	38	15	-1	1	-2	-1	-44
7	CCOC(=O)Cn1nc(C)n(-c2ccc(Cl)cc2)c1=O	49	-14	-0.1	11	-18	5	0	2	13	-11
13	O=C(CN1CCN(c2ccccc2O)CC1)Nc1cccnc1Cl	-1	-15	-0.3	22	10	2	-8	-7	-3	31
29	CC1=C(C(=O)c2ccccc2)C(c2cn(-c3ccccc3)nc2-c2ccc(Cl)cc2)NC(=S)N1 (centres undefined)	27	-29	0.1	19	3	-6	-5	17	7	-2

New compounds follow.
entry	molecule	HSF-1 act	KLF5 inh	HIF activator	AI-2 QS mod	Platelet DG rel	HSP90 inh	IEC-6 tox	SKKanGAS inh	HSF1 inhib	aSyn UTR inh
31	Cc1cccc(NS(=O)(=O)c2c(C)nc3scc(C)n3c2=O)c1	10	-5	-0.5	14	-13	0	-3	10	6	1
32	NC(=O)c1cc([N+](=O)[O-])ccc1NCCN1C(=O)c2ccc(C(=O)O)cc2C1=O	-1	2	0.0	4	-6	0	0	-7	-1	-2
33	COc1ccc(OC)c(S(=O)(=O)N/N=C\c2cn(CC(N)=O)c3ccccc23)c1	-3	-7	-0.2	14	-7	-2	-3	2	-2	22
34	COc1ccc(C(=O)Nc2ccc(CN3CCS(=O)(=O)CC3)cc2)cc1	32	8	0.7	17	-2	-2	0	-2	0	3
35	CC(C)CNC(=S)NNC(=O)c1csc2c1CCC(C)C2 (centres undefined)	46	-37	0.0	34	-6	2	-3	-12	49	-7
36	O=Nc1ccc(O)c2ncccc12	26	10	7.7	-5	-9	7	19	4	10	-236
37	CCOC(=O)c1cc(NC(=O)Nc2ccc(OC)c(OC)c2)c(C)nc1C	11	7	0.2	19	-6	0	1	-5	2	9
38	COc1ccc(CCNC(=S)NC(=O)/C=C/c2ccc(C)cc2)cc1OC	-34	8	-1.4	-4	4	0	-9	2	-18	18
39	CC(=O)Nc1cccc(NS(=O)(=O)Cc2ccc(Cl)cc2)c1	5	-22	-0.2	23	20	1	3	-20	-1	-6
40	CN1CCN(C(=O)c2ccc(-c3ccccc3)cc2)CC1	7	-46	-0.5	-38	-8	0	-4	13	2	-7
41	CCCCn1c(N)c(N(CC(C)C)C(=O)CN(C)S(=O)(=O)c2ccc(NC(C)=O)cc2)c(=O)[nH]c1=O	-4	x	-0.7	15	x	x	x	-2	-3	3
42	Cc1cccc(NC(=O)c2ccc(C(=O)c3ccccc3)cc2)n1	40	x	3.2	26	-3	x	x	10	29	-102
43	CC1CCCC(C)N1CCNC(=O)CCc1nnc2n(Cc3ccccc3)c(=O)c3ccccc3n12 (centres undefined)	-6	-13	-0.2	28	0	-7	0	0	4	-39
44	COC(=O)c1ccccc1NC(=O)c1noc2c1CCCC2	19	-8	-0.2	15	-8	3	2	-13	9	-79
45	COc1ccc2nc(N(CCN(C)C)C(=O)c3ccc4ccccc4c3)sc2c1	29	-13	0.1	5	-11	-3	-8	0	17	3
46	C/C(=N/NC(=O)C(=O)N/N=C(/C)c1ccccc1)c1ccccc1	-6	1	-0.6	10	-1	-4	-12	-2	-9	-23
47	COc1cc(OC)c(NC(=O)Nc2ccc(OC)c(OC)c2)cc1Cl	10	-25	0.8	14	-7	-3	-3	-11	0	-30
48	O=C(Nc1ccc(OC(F)(F)F)cc1)c1n[nH]c(Cn2cncn2)n1	6	31	-0.4	26	10	0	16	-5	-5	17
49	O=C(c1ccc([N+](=O)[O-])cc1)N1CCN(C2=NS(=O)(=O)c3ccccc32)CC1	-8	-25	-0.5	30	5	-4	-12	-1	0	-3
50	Cc1cc(C(=O)CN2CCCCC2)c(C)n1-c1ccc(F)cc1	-9	-71	1.2	7	1	0	-9	3	6	-129
51	Cc1c(-c2cccc(Cl)c2)nc2ccccc2c1C(=O)NC1CC1	x	-9	x	23	x	-1	2	x	x	x
52	COCCOC(=O)C1=C(N)OC2=C(C(=O)CC(C)(C)C2)C1c1ccncc1 (centres undefined)	11	-29	-0.2	0	5	-4	-9	0	-3	17
53	CCc1ccc(C2CC(c3ccccc3Cl)Nc3nc(N)nn32)cc1 (centres undefined)	-8	5	0.1	2	9	-1	1	8	5	4
54	O=C(OCc1nnc(-c2ccccc2)o1)c1cc(S(=O)(=O)N2CCOCC2)c(Cl)cc1Cl	u	-21	0.0	x	-2	-2	1	-4	19	-10
55	Cn1c(-c2ccc(F)cc2)cnc1SCC(=O)Nc1ccccc1N1CCOCC1	22	-35	2.2	14	6	-2	1	4	29	-193
56	O=C(CNC(=O)c1cnccn1)Nc1ccc(F)c(F)c1F	-16	-34	-1.0	1	x	-2	2	1	0	-16
57	Cc1onc(-c2ccccc2)c1C(=O)NCCc1ccncc1	-10	-19	-0.2	11	-12	1	4	-2	-11	-6
58	CN(Cc1nccn1C)C(=O)c1cc(COc2cccc(C(F)(F)F)c2)on1	20	-67	0.0	20	-3	2	3	-9	4	6
59	CS(=O)(=O)c1ccc(Cl)c(NC(=O)CSc2nc3ccccc3c(=O)n2CCCN2CCOCC2)c1	-4	2	-0.3	16	19	2	0	-7	10	-4
60	CCc1cc(C(=O)Cc2ccccn2)c(O)cc1O	14	-2	-5.2	57	-2	0	-3	6	7	-12

Complete entries as entered above.
`COCCOC(=O)C1=C(N)OC2=C(C(=O)CC(C)(C)C2)C1c1ccncc1` (centres undefined) across the screens: HSF-1 act = 11; KLF5 inh = -29; HIF activator = -0.2; AI-2 QS mod = 0; Platelet DG rel = 5; HSP90 inh = -4; IEC-6 tox = -9; SKKanGAS inh = 0; HSF1 inhib = -3; aSyn UTR inh = 17
`O=C(NCCCc1ccccc1)N1CCOCC1` across the screens: HSF-1 act = 0; KLF5 inh = -22; HIF activator = 0.8; AI-2 QS mod = -25; Platelet DG rel = 0; HSP90 inh = -2; IEC-6 tox = -7; SKKanGAS inh = 3; HSF1 inhib = 0; aSyn UTR inh = 11
